PLK1 PBD block: qHTS for Inhibitors of PLK1-PDB (polo-like kinase 1 - polo-box domain): Primary Screen; Plk1 PBD binding of FITC phosphopeptide, fluorescence polarization; Potency, µM, for inactives: max response, negative = inhibition, hits mostly inhibitors; actives 2.8% (n = 360,000); note: potency is the fitted concentration of half-maximal effect; series mostly up to about 57 µM; % is set by controls: 0 for no effect and ±100 for the full control effect; nearly all actives have a fitted effect of over 65% in size
GLP1R ag: qHTS of GLP-1 Receptor Agonists. Glucagon-like peptide 1 receptor (Homo sapiens), P43220. HEK293 GLP-1R CRE-luciferase, luminescence, 4-6 h; cells express a hypersensitive GLP-1R form. Potency, µM (highest dose often 45.6 µM), for inactives: at the highest dose activation, most hits filed as activators. actives 0.007% (n = 380,000). AID 624172, 2012; note: potency is the fitted concentration of half-maximal effect; % of control where 0% means no effect
Target sequence (P43220 whole entry, looked up): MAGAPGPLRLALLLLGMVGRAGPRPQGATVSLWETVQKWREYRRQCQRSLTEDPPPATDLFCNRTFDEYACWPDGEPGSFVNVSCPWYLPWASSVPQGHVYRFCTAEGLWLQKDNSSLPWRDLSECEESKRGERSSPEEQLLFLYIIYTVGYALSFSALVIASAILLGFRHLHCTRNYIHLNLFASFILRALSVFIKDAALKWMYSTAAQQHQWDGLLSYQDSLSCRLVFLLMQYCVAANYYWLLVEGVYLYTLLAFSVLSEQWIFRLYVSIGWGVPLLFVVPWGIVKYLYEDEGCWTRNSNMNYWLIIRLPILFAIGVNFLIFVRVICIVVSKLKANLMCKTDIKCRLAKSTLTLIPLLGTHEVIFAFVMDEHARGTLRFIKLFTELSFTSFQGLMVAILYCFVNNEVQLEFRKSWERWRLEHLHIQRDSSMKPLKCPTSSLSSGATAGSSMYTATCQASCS
DRD3 antagonist: qHTS of D3 Dopamine Receptor Antagonist: qHTS | actives 2.5% (n = 360,000) | max response, negative = inhibition, % | D3R cells, DiscoveRx beta-arrestin luminescence, antagonist mode; active compounds read low | D(3) dopamine receptor (Homo sapiens), P35462; in the data active = max response below about -50%; inconclusive = no clear call, values can overlap the other calls; note: % is set by controls: 0 for no effect and ±100 for the full control effect; mostly tested at two doses, the higher about 12 µM
Target sequence (P35462 whole entry, looked up): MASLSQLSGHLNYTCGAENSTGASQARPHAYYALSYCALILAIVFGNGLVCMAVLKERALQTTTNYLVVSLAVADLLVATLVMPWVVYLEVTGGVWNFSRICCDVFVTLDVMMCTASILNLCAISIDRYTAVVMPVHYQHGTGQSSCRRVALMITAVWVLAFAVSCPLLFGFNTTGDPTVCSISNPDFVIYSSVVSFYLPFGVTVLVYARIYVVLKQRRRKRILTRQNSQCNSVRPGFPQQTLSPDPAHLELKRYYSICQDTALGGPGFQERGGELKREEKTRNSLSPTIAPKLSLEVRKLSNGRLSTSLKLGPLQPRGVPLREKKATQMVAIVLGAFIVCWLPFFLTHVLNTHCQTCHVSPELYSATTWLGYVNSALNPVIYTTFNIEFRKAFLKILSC
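Cells expressing the human receptor were seeded at 1500 cells/well, incubated overnight at 37 degrees C in 5% CO2, then exposed to library compounds with dopamine controls for 90 minutes at 37 degrees C before luminescent detection.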
GLP1R inv ag: qHTS of GLP-1 Receptor Inverse Agonists (Inhibition Mode); Glucagon-like peptide 1 receptor (Homo sapiens), P43220; HEK293 GLP-1R CRE-luciferase, luminescence, 24 h; GLP-1R form is constitutively active; Potency, µM (top dose mostly 38.3 µM), for inactives: at the top dose activity change, negative = inhibition, usual class: inhibitors; actives 1.6% (n = 410,000); note: potency is the fitted concentration of half-maximal effect; % is set by controls: 0 for no effect and ±100 for the full control effect; nearly all actives have a fitted effect of over 55% in size
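Readout was luciferase luminescence, measured 12 min after detection reagent at room temperature. Beforehand, GLP-1R reporter HEK293 cells had sat 12 h, then received compounds for 24 hr at 37 deg C.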
WRN inhibitor: qHTS for Inhibitors of WRN Helicase; actives 0.46% (n = 360,000); Bifunctional 3'-5' exonuclease/ATP-dependent helicase WRN (Homo sapiens), Q14191; Potency, µM (titrated, usually from 114 µM), inactives show at the top dose activity change, negative = inhibition, most hits filed as inhibitors; AID 651768, 2012; WRN helicase unwinding, fluorescent forked duplex, kinetic; note: potency is the fitted concentration of half-maximal effect; % is set by controls: 0 for no effect and ±100 for the full control effect; nearly all actives have a fitted effect of over 55% in size
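Enzyme (20 nM final) and test compound sit together 15 min at room temperature before substrate addition. Substrate is a single-forked duplex oligonucleotide (100 nM) labelled with fluorophore and quencher, with 2 mM ATP; helicase unwinding raises red fluorescence, read kinetically.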
GLP1R cytotox: qHTS of GLP-1 Receptor Inverse Agonists: Cytotox Screen | actives 0.13% (n = 410,000) | HEK293 cAMP-luciferase reporter cells, luminescence, 24 h | Potency, µM (series often up to 38.3 µM), for the others: at the top dose activity change, negative = inhibition, usual class: inhibitors;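 note: loss of luciferase light is scored as toxicity; potency is the fitted concentration of half-maximal effect; % is set by controls: 0 for no effect and ±100 for the full control effect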
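Seeding density was 200 cells/uL; after overnight-length (12 h) culture, 23 nL compounds went on for 24 h at 37 °C. Readout used a luciferase detection reagent, luminescence taken after 12 min at room temperature.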
IL2 activator: qHTS of IL-2 Activators. activation, % (series mostly up to about 46 µM). actives 0.065% (n = 360,000). IL-2 activation reporter assay, cell-based qHTS; stimulated with anti-CD3/CD4/CD28 beads; in transgenic mouse T cells. AID 652025, 2013; in the data active = activation above about 50%; inconclusive = mostly about 30% to 49%; note: 0% is about no effect
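Using fluorescent plate cytometry, EGFP and DsRed are detected in transgenic mouse T cells stimulated 18 h at 37 degrees C with antibody-coated beads after 60 min compound pretreatment.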
D3 ag: qHTS of D3 Dopamine Receptor Agonist: qHTS | max activation, % | D3R DiscoveRx beta-arrestin cells, luminescence, 90 min | AID 652048, 2013 | actives 0.58% (n = 410,000); in the data active = max activation above about 30%; note: 0% is about no effect; mostly tested at two doses, the higher about 12 µM
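Agonist-mode cell screen: cells plated at 1500/well and incubated overnight at 37 °C, then exposed to library compounds for 90 min at 37 °C. Detection reagent was added for 30–60 min at room temperature, and luminescence was read.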
PI5P4K alpha inh: qHTS for Inhibitors of phosphatidylinositol 5-phosphate 4-kinase (PI5P4K) | actives 1.2% (n = 330,000) | max response, % | PI5P4Kalpha enzyme, ADP-Glo luminescence, 60 min; active compounds read low; active = max response of -50% or lower; inconclusive = between -30% and -50%; inactive = -30% or higher; note: value at the top dose of about 77 µM; % is set by controls: 0 for no effect and ±100 for the full control effect
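ADP-Glo luminescence end-point after a 60 min room-temperature kinase reaction. PI5P4Kalpha and substrate in HEPES pH 7.4 buffer with EGTA, 0.1% CHAPS and 5% DMSO; ATP at 5 microM final.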
* hit, by the source's call; ? = inconclusive; / = no result given; & = joins results of further samples; [ ] = remark or other dose. Unless noted, calls come from the whole dose curve; as a rule, active = well fitted curve in the direction sought with a large enough effect; inconclusive = small, poorly fitted or top-dose-only effect, or another doubt; inactive = no such curve, though single readings can be large; an effect the other way counts as inactive or inconclusive.

| canonical_smiles | PLK1 PBD block | GLP1R ag | DRD3 antagonist | GLP1R inv ag | WRN inhibitor | GLP1R cytotox | IL2 activator | D3 ag | PI5P4K alpha inh |
| --- | --- | --- | --- | --- | --- | --- | --- | --- | --- |
| C=CCN(c1ccc(C(=O)N(CC)CC)cc1)S(C)(=O)=O | 0% | 8% | 3 | 8% | -8% | -15% | 1.7 | 1 | 0 |
| COC(=O)c1c(C)n(Cc2ccco2)c2ccc(O)cc12 | -2% | 9% | 19 | 46%[activator] | -8% | -9% | -1.9 | 8 | / |
| O=C(c1ccc2c(c1)N(Cc1ccccc1)CCS2)N1CCC2(CC1)OCCO2 | -10% | 14% | 22 | -10% | -6% | -9% | -0.1 | -1 | 12 |
| N#Cc1ccccc1NC(=O)CN1CC=C(c2ccccc2)CC1 | -1% | 3% | -5 | 4% | 1% | 1% | -0.1 | -3 | 0 |
| CCN(CC)CCCN=Cc1c(O)n(CCc2ccc(OC)c(OC)c2)c(=O)[nH]c1=O | -1% | -1% | ? | 8% | 6% | -7% | -1.1 | 0 | -14 |
| COC(=O)C1=C(c2ccccc2)C[C@@H]2CC[C@H]1N2C(=O)NCCO | 3% | 4% | 23 | 15% | 7% | 3% | 0.0 | 6 | -7 |
| Cc1cc(C)c(Cn2c(C(=O)O)c(C=O)c3ccccc32)c(C)c1 | 90%[activator] | -7% | -3 | ? | -5% | -2% | 1.8 | 2 | 3 |
| Cc1cccc(CCNCc2cc3cc(C)cc(C)c3[nH]c2=O)c1 | -6% | -5% | -16 | -10% | 4% | -15% | -0.2 | -19 | 4 |
| CC12C=CC(=O)CC1CCC1C2CCC2(C)C(O)C(O)CC12 (centres undefined) | -2% | 7% | 47 | 51%[activator] | 1% | -11% | -0.5 | -3 | 8 |
| CCc1ccc(NC(=O)CN2CC(c3ccccc3)CC2=O)cc1 (centres undefined) | 2% | 3% | 2 | -2% | 2% | 5% | -0.7 | 1 | 2 |
| FC(F)=C(F)CCSc1ncn[nH]1 | -2% | 0% | 16 | 7% | 9% | 6% | -0.3 | 6 | -8 |
| CCc1ccccc1Nc1nn2c(=O)c3ccc(C(=O)Nc4cc(C)cc(C)c4)cc3nc2s1 | / | -4% | / | ? | / | -15% | / | 3 | / |
| CCc1ccc(-n2c(O)c(C(C)=O)c(=O)[nH]c2=O)cc1 (tested in a mixture with another compound) | -2% | 1% | -10 | 9% | 5% | 23% | -2.7 | -5 | -7 |
| CN(C)c1cccc(CN2CCN(c3ccccc3)CC2)c1 | 0% | 3% | -85* | -9% | -3% | 2% | 0.4 | -12 | 2 |
| CCC(CC)N1CCN(Cc2nc3ccccc3c(=O)n2-c2ccc(F)cc2)CC1 | -4% | -7% | 11 | -17% | 2% | -20% | -0.8 | -6 | -1 |
| COC(=O)C1=C(C)N(Cc2ccco2)C(=O)/C1=C\c1ccc(N(C)C)cc1 | 9% | 0% | -21 | 23% | 66%[activator] | -4% | ? | 0 | 2 |
| CCC1(CC)C(=O)NC(=O)N(c2ccccc2)C1=O | 1% | 0% | 6 | 5% | 10% | 0% | -0.5 | 11 | 0 |
| CC1(C)CSC(Nc2ccc(F)c(Cl)c2)=N1 | -4% | 0% | 0 | ? | 1% | -13% | -1.8 | 0 | 2 |
| O=C1CCCN1CC#CCN1CCCC1 | -9% | 12% | 1 | 34% | -5% | 1% | 0.0 | -7 | 8 |
| Fc1ccc(Cn2nnnc2C(c2ccc(F)cc2)N2CC=C(c3ccc(F)cc3)CC2)cc1 (centres undefined) | -4% | 5% | 5 | -29% | -4% | 0% | -3.0 | -3 | 4 |
| COc1ccc(F)cc1C(=O)C1CCCN(Cc2ccc(O)cc2)C1 (centres undefined) | 0% | -3% | -65* | -26% | -18% | 1% | 0.2 | -15 | -5 |
| N=Cc1c(O)n(-c2cccc(Cl)c2)c(=O)[nH]c1=O | 2% | 0% | -16 | 0% | 5% | -9% | -1.5 | 3 | -1 |
| O=c1[nH]c(=O)n(CC2CCCO2)c(O)c1/C=C1\C=Nc2ccccc21 (centres undefined) | 27µM* | 15%&0% | 14&8 | 11%&-10% | -15%&-12% | ? | -3.2&2.3 | 5&-2 | -23&1 |
| O=C1CC=C2C3CC4N(CCC45c4ccccc4N1C25)CC3=CCO (centres undefined) | 2% | -3% | 8 | 1% | 4% | 1% | -1.8 | 3 | 17 |
| CCC1(O)C(=O)OCc2c1cc1n(c2=O)Cc2cc3c(N)cccc3nc2-1 (centres undefined) | 5% | -15% | 2 | -72% | 2% | -47% | -6.1 | -5 | -10 |

A portion from further up:
| canonical_smiles | PLK1 PBD block | GLP1R ag | DRD3 antagonist | GLP1R inv ag | WRN inhibitor | GLP1R cytotox | IL2 activator | D3 ag | PI5P4K alpha inh |
| --- | --- | --- | --- | --- | --- | --- | --- | --- | --- |
| C=CCN(c1ccc(C(=O)N(CC)CC)cc1)S(C)(=O)=O | 0% | 8% | 3 | 8% | -8% | -15% | 1.7 | 1 | 0 |
| COC(=O)c1c(C)n(Cc2ccco2)c2ccc(O)cc12 | -2% | 9% | 19 | 46%[activator] | -8% | -9% | -1.9 | 8 | / |
| O=C(c1ccc2c(c1)N(Cc1ccccc1)CCS2)N1CCC2(CC1)OCCO2 | -10% | 14% | 22 | -10% | -6% | -9% | -0.1 | -1 | 12 |
| N#Cc1ccccc1NC(=O)CN1CC=C(c2ccccc2)CC1 | -1% | 3% | -5 | 4% | 1% | 1% | -0.1 | -3 | 0 |
| CCN(CC)CCCN=Cc1c(O)n(CCc2ccc(OC)c(OC)c2)c(=O)[nH]c1=O | -1% | -1% | ? | 8% | 6% | -7% | -1.1 | 0 | -14 |
| COC(=O)C1=C(c2ccccc2)C[C@@H]2CC[C@H]1N2C(=O)NCCO | 3% | 4% | 23 | 15% | 7% | 3% | 0.0 | 6 | -7 |
| Cc1cc(C)c(Cn2c(C(=O)O)c(C=O)c3ccccc32)c(C)c1 | 90%[activator] | -7% | -3 | ? | -5% | -2% | 1.8 | 2 | 3 |
| Cc1cccc(CCNCc2cc3cc(C)cc(C)c3[nH]c2=O)c1 | -6% | -5% | -16 | -10% | 4% | -15% | -0.2 | -19 | 4 |
| CC12C=CC(=O)CC1CCC1C2CCC2(C)C(O)C(O)CC12 (centres undefined) | -2% | 7% | 47 | 51%[activator] | 1% | -11% | -0.5 | -3 | 8 |

Later entries:
| canonical_smiles | PLK1 PBD block | GLP1R ag | DRD3 antagonist | GLP1R inv ag | WRN inhibitor | GLP1R cytotox | IL2 activator | D3 ag | PI5P4K alpha inh |
| --- | --- | --- | --- | --- | --- | --- | --- | --- | --- |
| N[C@@]1(C(=O)O)CC[C@@H](C(=O)O)C1 | -2% | -1% | -22 | 12% | 5% | 3% | 2.8 | -45 | 2 |
| CCCCn1c(O)c(C(C)=NCc2cc(OC)cc(OC)c2)c(=O)[nH]c1=O | 2% | 8% | 0 | 1% | -4% | -8% | -3.1 | 4 | 0 |
| C[C@@H]1CN([C@H](C)CO)S(=O)(=O)c2ccc(C#CC3CCCC3)cc2O[C@H]1CN(C)C(=O)Cc1ccccc1 | -1% | -2% | 9 | ? | -8% | ? | -3.6 | 1 | -4 |
| COc1ccc(CC(N)c2csc(Nc3ncccn3)n2)cc1 (centres undefined) | -10% | -4% | -14 | ? | 0% | ? | 1.3 | -20 | 0 |
| ON1C2CCCCC2N(O)C1c1ccccc1F (centres undefined) | 0% | 0% | ? | 6% | 1% | 13% | 2.2 | -1 | -4 |
| O=C(NCCc1ccccc1)c1ccc2nccnc2c1 | -2% | 4% | 3 | 5µM* | -2% | -19% | -1.2 | 3 | -3 |
| CC(C)C[C@@H](CO)N(Cc1ccccc1)S(=O)(=O)N(Cc1ccccc1)[C@@H](CO)CC(C)C | -4% | -2% | 123 | 2.5µM* | -6% | ? | -0.8 | -16 | -10 |
| Cc1ccc(-n2sc3ccccc3c2=O)cc1 | 0.95µM* | -3% | -17 | ? | ? | 10µM* | 0.9 | -9 | -104* |
| O=C(c1ccc2c(c1)N(Cc1ccc(F)cc1)CCS2)N1CCC2(CC1)OCCO2 | -19% | 3% | 4 | ? | -5% | 0% | 1.1 | 2 | -4 |
| CCC(=NCc1cccnc1)c1c(O)n(-c2ccccc2)c(=O)[nH]c1=O | -14% | -2% | 0 | 2% | 0% | 4% | 3.9 | 2 | -1 |
| CCOC(=O)C1CCN(C(C)C(=O)c2c(C)[nH]c3cc(C)ccc23)CC1 (centres undefined) | -2% | -1% | 18 | ? | -20%[57.1 µM] | -4% | -1.3 | -4 | 2 |
| CCCC1CCCCC12C(=O)NC(=O)NC2=O (centres undefined) | 1% | 6% | 0 | -1% | 11% | 13% | -3.0 | -17 | -6 |
| C=Cn1ccnc1P(=S)(c1c(C)nn(-c2ccccc2)c1C)c1nccn1C=C | 2% | 4% | -22 | 0% | -9%[57.1 µM] | 9% | -3.3 | -8 | / |
| Cc1ccc(O)c(Cc2cc(C)cc(Cc3cc(C)ccc3O)c2O)c1 | -2% | -1% | -5 | ? | -13% | ? | 1.3 | -1 | 3 |
| Oc1ccc(Cl)cc1C1=NNC(c2cccs2)C1 (centres undefined) | 15µM* | 5% | -12 | ? | -5% | 38%[activator] | 0.2 | -9 | -9 |
| Cc1ccc(N2C(=O)NC(=O)/C(=C/C=C/c3ccco3)C2=O)cc1 | ? | -27% | ? | ? | 45µM* | 1% | 1.0 | 1 | -24 |
| COc1cc2c(cc1OC)CN(c1ccc([N+](=O)[O-])c(C(F)(F)F)c1)CC2 | -14% | -7% | -28 | 7.9µM* | -26% | 10µM* | -0.8 | 1 | -6 |

Screening results from PubChem.

Some of the compounds tested; rates above refer to the full screens.
